# High-throughput results as filed in PubChem.
# JMJD2C inh – inhibitors of human GASC-1 (JMJD2C) demethylase; Q9H3R0; AID 2099; GST-JMJD2C(1-420) H3K9me3 demethylation, DELFIA europium; actives 0.069% (n = 330,000); inhibition, % at 2.35 µM;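 active means more than half of a compound's replicate wells show inhibition beyond 50%, single wells judged on their own value; inconclusive means some, but no more than half, of replicates pass 50% inhibition; inactive means no replicate passes 50% inhibition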;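 further: signal counts dimethyl H3K9 product captured on neutravidin plate; 0% = median of DMSO wells and 100% = 0.3 times that DMSO median; strong numbers were not always called active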
# Target sequence (Q9H3R0 1-420 limits assumed): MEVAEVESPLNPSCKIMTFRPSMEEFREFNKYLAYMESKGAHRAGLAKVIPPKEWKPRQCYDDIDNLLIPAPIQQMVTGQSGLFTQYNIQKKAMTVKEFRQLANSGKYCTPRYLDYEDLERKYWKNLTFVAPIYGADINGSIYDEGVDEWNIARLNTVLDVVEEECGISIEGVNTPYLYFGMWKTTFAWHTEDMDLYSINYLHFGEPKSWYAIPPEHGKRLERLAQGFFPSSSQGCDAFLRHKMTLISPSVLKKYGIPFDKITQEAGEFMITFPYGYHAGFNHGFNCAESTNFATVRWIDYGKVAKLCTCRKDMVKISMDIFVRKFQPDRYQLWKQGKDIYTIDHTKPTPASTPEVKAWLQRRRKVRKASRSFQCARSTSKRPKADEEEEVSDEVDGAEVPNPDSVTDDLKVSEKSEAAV
# PP1 inh – counter-screen for PP5 inhibitors: inhibitors of human PP1-alpha | P62136 | purified PP1alpha, OMFP fluorescence | inhibition, % at 6.7 µM | actives 0.9% (n = 320,000) | AID 2235;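 active means inhibition above the mean inhibition of all tested compounds plus 3 SD, computed separately for each screening campaign, cut at about 15% in these data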
# Target sequence (P62136 whole entry, looked up): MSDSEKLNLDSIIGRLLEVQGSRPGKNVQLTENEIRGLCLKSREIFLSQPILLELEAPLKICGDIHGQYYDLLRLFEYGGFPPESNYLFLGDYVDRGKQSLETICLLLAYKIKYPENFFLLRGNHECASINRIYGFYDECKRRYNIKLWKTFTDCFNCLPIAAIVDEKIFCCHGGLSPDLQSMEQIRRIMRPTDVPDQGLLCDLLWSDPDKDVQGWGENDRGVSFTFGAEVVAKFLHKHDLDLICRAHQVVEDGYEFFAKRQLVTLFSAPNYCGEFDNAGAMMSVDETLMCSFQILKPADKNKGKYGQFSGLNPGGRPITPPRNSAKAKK
# LYPLA2 counter – blocks human lysophospholipase 2, a PME1 counter-screen; recombinant LYPLA2, FP-Rh probe fluorescence polarization; actives 0.38% (n = 320,000); O95372; inhibition, % at 5.9 µM;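 active means inhibition above the screen-wide mean plus 3 SD, limit set per campaign, cut at about 26% in these data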;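 further: 0% = LYPLA2 with DMSO and 100% = wells lacking LYPLA2 enzyme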
# Target sequence (O95372 whole entry, looked up): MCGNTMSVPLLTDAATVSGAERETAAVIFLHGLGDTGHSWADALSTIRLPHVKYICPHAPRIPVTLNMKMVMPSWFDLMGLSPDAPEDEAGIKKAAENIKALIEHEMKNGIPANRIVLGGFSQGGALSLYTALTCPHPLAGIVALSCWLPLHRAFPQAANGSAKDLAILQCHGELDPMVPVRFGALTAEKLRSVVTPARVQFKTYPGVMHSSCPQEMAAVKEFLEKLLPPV
# Efflux pump mplx – antifungal efflux pump inhibition, Nile Red retention | S. cerevisiae Candida pump triplex | inhibition, % at 10 µM | actives 0.44% (n = 330,000) | AID 485275;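 active means plate passing quality check with inhibition over a set limit, or well fluorescence over plate mean plus 4 SD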;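 further: Nile Red retained in pooled yeast measured as flow cytometry median fluorescence; 0% = buffer negative control and 100% = Enniatin B positive control; higher means more Nile Red kept so more efflux inhibition; some compounds called inactive have numbers as strong as hits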
# PREPL inhibitor – inhibits the human prolyl oligopeptidase-like enzyme. Q4J6C6. actives 0.68% (n = 320,000). inhibition, % at 5.96 µM. recombinant PREPL, fluorescence polarization activity-based probe. AID 2751; in the data active means inhibition above about 43%;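 further: 0% = enzyme with DMSO and 100% = wells lacking enzyme; many of its hits are not listed in these tables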
# core dimer inh – blocks dimerization of HCV core protein. TR-FRET GST/Flag-core106 dimerization, 1536-well. inhibition, % at 5 µM. actives 0.33% (n = 300,000);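 active means inhibition above the mean of all tested compounds plus 3 SD, set per screening campaign, cut at about 45% in these data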
#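 System: GST-tagged and Flag-tagged HCV core protein residues 1-106 / Input: core106 proteins, GST 13.5 nM and Flag 17 nM / Buffer or medium: KF-containing HEPES buffer, pH 7.45, DTT, CHAPS, BSA / Probe or stimulus: Eu-anti-GST and XL665-anti-Flag labelled anti-tag antibodies / Schedule: 4 h, 22.5 °C incubation / Technique: TR-FRET 671 and 617 nm emission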
# TPT1 inhibitor – C. albicans TPT1 enzyme inhibition. recombinant caTPT1, FP RNA substrate dephosphorylation. inhibition, % at 5 µM. actives 0.81% (n = 300,000);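 active means inhibition above the mean of all tested compounds plus 3 SD, set per screening campaign, cut at about 24% in these data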;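 further: plate controls were DMSO alone for no effect and ferristatin control at 100 nM for full effect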
# PP5 primary – inhibitors of human protein phosphatase 5 (PP5). AID 1987. purified PP5c, OMFP substrate fluorescence. P53041. inhibition, % at 6.7 µM. actives 0.18% (n = 320,000);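 active means inhibition above the campaign's mean inhibition across all tested compounds plus 3 SD, cut at about 9.5% in these data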;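 further: 0% = DMSO only and 100% = 100 µM cantharidin control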
# Fh CTSL1 inh – cathepsin L1 inhibition, PFM18AAP counter-screen. recombinant F. hepatica cathepsin L1, Z-Leu-Arg-MCA fluorescence. inhibition, % at 5.96 µM. actives 0.49% (n = 300,000). AID 1906;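 active means inhibition above the mean of all tested compounds plus 3 SD, set per screening campaign, cut at about 17% in these data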;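 further: 0% = plate median of test compound wells and 100% = 1 µM Z-Phe-Ala-diazomethylketone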
# Numbers without * were called inactive; ? = inconclusive; · = no result given. This is a subset; rates above refer to the full screens.
# Every second line gives: PP1 inh, Efflux pump mplx, JMJD2C inh, Fh CTSL1 inh, core dimer inh, LYPLA2 counter, PP5 primary, PREPL inhibitor, TPT1 inhibitor
1. COCCOC(=O)C1=C(C)OC(N)=C(C#N)C1c1ccc2c(c1)OCO2 (configuration not stated)
  -2.4, -0.1, -1.0, -1.8, -1.6, 4.0, -0.1, 15.0, -1.3
2. O=C(NCc1cccnc1)c1cc2ccccc2oc1=O
  -4.6, 0.0, -1.3, 3.9, -1.9, 2.4, -1.1, -2.3, -0.8
3. CC1(c2ccccc2Br)NC(=O)N(CC(=O)NC2CCCCC2)C1=O (configuration not stated)
  -2.5, -0.2, ·, ·, ·, -1.7, -0.3, -8.0, ·
4. COC(=O)c1cc(NC2c3ccccc3C(=O)N2Cc2ccco2)cc(C(=O)OC)c1 (configuration not stated)
  5.1, 0.1, ·, -0.9, 5.1, 5.1, 1.1, 12.8, -1.1
5. CCOc1ccc(/C(O)=C2/C(=O)C(=O)N(CCOCCO)C2c2ccccn2)cc1 (configuration not stated)
  -4.2, 0.0, 1.1, 3.1, 1.2, -2.2, 0.0, -0.6, -0.2
6. CCCc1cc(Nc2cccc(OC)c2)n2ncnc2n1
  -4.3, -0.1, -9.5, 18.1*, -1.0, -4.7, 3.1, 18.6, -3.2
7. O=C(Nc1ccc2c(c1)OCCO2)c1cccc(Cl)c1
  -3.4, 0.1, -1.5, -0.8, -14.2, 7.1, 2.4, -0.7, 1.4
8. O=C(NCc1ccco1)c1cc(-c2cccnc2)nc2ccc(Cl)cc12
  3.3, 0.1, -1.7, 6.2, 25.4, -9.2, 0.2, -6.8, -6.5
9. Cc1cc(C)c2c(NC(=O)C3CC3)nn(C)c2n1
  1.5, -0.1, 22.6, 3.5, -2.1, 4.6, -1.7, 13.2, -2.3
10. COc1ccccc1C(=O)Nc1ccc(S(=O)(=O)N(C)c2ccccc2)cc1
  2.9, -0.1, -17.3, 0.1, 11.1, -15.4, 3.4, -7.6, -0.5
11. O=C(CO/N=C/c1ccccc1O)N1CCc2ccccc21
  1.2, 0.0, -3.2, 4.3, 2.1, -5.9, -0.5, -1.7, -3.9
12. CC(=O)CC(C)(C)S(=O)(=O)c1ccc(NC(C)=O)cc1
  1.1, 0.0, 10.0, 2.4, -0.4, -7.4, -0.2, -1.3, -1.2
13. Cc1ccsc1/C=N/n1c(-c2ccccc2)n[nH]c1=S
  0.4, 0.1, -2.0, -1.6, -5.6, -2.6, 0.1, 3.1, -0.8
14. O=C(NCc1cccc(CNC(=O)c2ccco2)c1)c1ccco1
  1.1, 0.1, ?, 6.0, -0.6, 0.1, -1.9, -2.1, -2.9
15. COc1cccc(OCc2cc(C(=O)N3CCN(C(C)=O)CC3)no2)c1
  -1.4, 0.0, -8.9, -5.8, -9.7, -0.6, -1.0, 17.2, 3.3

# Sorted by length of the SMILES (high to low): some entries from above.
# Every second line gives: PP1 inh, Efflux pump mplx, JMJD2C inh, Fh CTSL1 inh, core dimer inh, LYPLA2 counter, PP5 primary, PREPL inhibitor, TPT1 inhibitor
4. COC(=O)c1cc(NC2c3ccccc3C(=O)N2Cc2ccco2)cc(C(=O)OC)c1 (configuration not stated)
  5.1, 0.1, ·, -0.9, 5.1, 5.1, 1.1, 12.8, -1.1
5. CCOc1ccc(/C(O)=C2/C(=O)C(=O)N(CCOCCO)C2c2ccccn2)cc1 (configuration not stated)
  -4.2, 0.0, 1.1, 3.1, 1.2, -2.2, 0.0, -0.6, -0.2
10. COc1ccccc1C(=O)Nc1ccc(S(=O)(=O)N(C)c2ccccc2)cc1
  2.9, -0.1, -17.3, 0.1, 11.1, -15.4, 3.4, -7.6, -0.5
1. COCCOC(=O)C1=C(C)OC(N)=C(C#N)C1c1ccc2c(c1)OCO2 (configuration not stated)
  -2.4, -0.1, -1.0, -1.8, -1.6, 4.0, -0.1, 15.0, -1.3
15. COc1cccc(OCc2cc(C(=O)N3CCN(C(C)=O)CC3)no2)c1
  -1.4, 0.0, -8.9, -5.8, -9.7, -0.6, -1.0, 17.2, 3.3
3. CC1(c2ccccc2Br)NC(=O)N(CC(=O)NC2CCCCC2)C1=O (configuration not stated)
  -2.5, -0.2, ·, ·, ·, -1.7, -0.3, -8.0, ·
12. CC(=O)CC(C)(C)S(=O)(=O)c1ccc(NC(C)=O)cc1
  1.1, 0.0, 10.0, 2.4, -0.4, -7.4, -0.2, -1.3, -1.2
14. O=C(NCc1cccc(CNC(=O)c2ccco2)c1)c1ccco1
  1.1, 0.1, ?, 6.0, -0.6, 0.1, -1.9, -2.1, -2.9
13. Cc1ccsc1/C=N/n1c(-c2ccccc2)n[nH]c1=S
  0.4, 0.1, -2.0, -1.6, -5.6, -2.6, 0.1, 3.1, -0.8
7. O=C(Nc1ccc2c(c1)OCCO2)c1cccc(Cl)c1
  -3.4, 0.1, -1.5, -0.8, -14.2, 7.1, 2.4, -0.7, 1.4
9. Cc1cc(C)c2c(NC(=O)C3CC3)nn(C)c2n1
  1.5, -0.1, 22.6, 3.5, -2.1, 4.6, -1.7, 13.2, -2.3
6. CCCc1cc(Nc2cccc(OC)c2)n2ncnc2n1
  -4.3, -0.1, -9.5, 18.1*, -1.0, -4.7, 3.1, 18.6, -3.2

# Continued:
# Every second line gives: PP1 inh, Efflux pump mplx, JMJD2C inh, Fh CTSL1 inh, core dimer inh, LYPLA2 counter, PP5 primary, PREPL inhibitor, TPT1 inhibitor
16. CC(=O)c1ccc(N2Cc3ccccc3C2)cc1
  1.4, -0.2, 6.8, 1.1, -2.0, 2.4, 0.5, 4.2, 2.4
17. Cc1cc(=O)[nH]c(SCC(=O)N2CCC(Cc3ccccc3)CC2)n1
  -2.0, 0.2, 1.8, 1.4, -1.0, 3.1, -0.7, 15.9, -2.4
18. COCc1cc(C)nc(SCC(=O)Nc2ccccc2C)c1C#N
  -0.9, 0.0, -12.1, 1.4, 2.3, 4.1, 0.1, 5.7, 3.3
19. CC(=O)Nc1cccc(NC(=O)COC(=O)C2CC3CCCC(C2)C3=O)c1 (configuration not stated)
  -0.3, 0.1, 0.3, -4.1, -0.7, 5.7, 4.6, 10.1, 0.1
20. CCCC(=O)NC(c1ccc(OC)c(OC)c1)c1cc(Cl)c2cccnc2c1O (configuration not stated)
  1.5, 0.0, 12.0, -1.2, 4.2, 0.5, 5.3, 11.6, -1.9
21. COc1cc(CN2CCN(S(=O)(=O)c3ccc(NC(C)=O)cc3)CC2)cc(OC)c1O
  -2.7, -0.1, -1.0, 0.6, -2.4, 9.7, 4.5, -2.9, 2.5
22. CCOCCn1c(SCc2ccc(F)cc2)nc2c1c(=O)[nH]c(=O)n2C
  -3.0, -0.1, 11.6, 3.6, -53.9, 2.7, -3.0, 33.5, -1.4
23. Cc1ccc2[nH]cc(C(=O)CN3CCN(c4ccccc4F)CC3)c2c1
  -0.8, 0.3, 1.3, 2.8, -3.8, -3.5, 2.6, 9.0, 3.9
24. Cc1ccsc1C(=O)N1CCN(S(=O)(=O)c2cccs2)CC1
  -2.8, 0.0, 1.2, -5.0, 11.2, -6.6, 2.2, -3.0, -3.1
25. O=C(O)c1ccc(-n2nnc3ccccc32)c([N+](=O)[O-])c1
  1.6, 0.1, -3.1, -2.2, -1.4, 5.2, 0.9, 6.2, -3.5
26. CCOc1ccc(CC(=NCCc2ccccc2)C2=C(O)CC(C)(C)CC2=O)cc1OCC
  -1.8, 1.0, -1.8, 3.7, 7.9, -5.0, -0.7, 10.7, 1.2
27. O=C(CN1C(=O)COc2ccc(S(=O)(=O)N3CCCCC3)cc21)NCc1ccccc1Cl
  -0.3, 0.1, -5.3, 5.4, 0.2, 8.1, 2.5, 9.9, 1.9
28. CC(C)=C1C2CCC1C1C(=O)N(c3nc(-c4ccccc4)c(C)s3)C(=O)C21 (configuration not stated)
  2.0, -0.3, -3.2, 3.6, 2.4, 5.0, 3.3, -7.1, -2.9
29. CN(C)c1ccc(N=Nc2nc3ccccc3n2C)cc1
  8.3, -0.1, 6.6, -1.4, -28.3, -32.4, 5.7, -1.4, -1.3
30. CCCc1nc(Cl)c(C#N)c2c1CCCC2
  -1.9, 0.0, 5.3, -0.8, 7.4, -0.9, 4.7, -0.4, -0.6
31. CCC(CO)Nc1ncnc2onc(-c3ccc(F)cc3)c12 (configuration not stated)
  -5.2, 0.0, 2.1, 2.0, -1.0, -2.0, -0.8, -5.2, 1.2
32. CC1(C)OC(=O)C(=NNc2ccccc2C(=O)O)C(=O)O1
  -3.0, -0.1, -0.9, 1.3, -3.3, -1.5, -0.2, -8.3, 0.3
33. CCOc1ccc(/C=C/C(=O)NC2CCCCC2)cc1
  1.7, 0.0, -35.5, 3.2, 1.6, 2.4, 1.9, 4.9, -2.1
34. COc1ccc(C(=O)/C=C/Nc2cc(C)ccn2)cc1
  3.3, 0.0, 3.7, 6.6, 3.7, -4.7, 1.7, 24.3, 5.7
35. O=C(N/N=C/c1cn(-c2ccccc2)nc1-c1cc2ccccc2o1)c1ccncc1
  2.8, -0.1, -0.2, -1.4, 15.7, -117.9, 3.5, -51.4, -1.1
36. CC(=O)C(Cc1cccc(F)c1)(Cc1cccc(F)c1)C(C)=O
  -0.7, 0.1, 32.7, -5.1, 7.8, 8.9, 1.6, -6.9, -2.8
37. Cn1cc(CCC(=O)N2CCCC(CCC(=O)NCc3ccccc3F)C2)cn1 (configuration not stated)
  -1.6, 0.0, 15.8, 0.3, 3.9, 5.3, -0.3, -16.1, -4.2
38. Cc1ccc(C(=O)O/N=C(\N)c2ccccn2)cc1Cl
  -1.1, 0.0, 2.2, -1.4, -1.3, -0.8, 1.2, 15.6, 3.6
39. Cc1ccc(NC(=O)CN(C)CC(=O)Nc2ccccc2C#N)cc1
  -1.9, 0.0, 130.2, 2.2, -2.4, 1.3, 1.0, 6.4, 1.0
40. COc1ccc(Cl)cc1C(=O)Nc1ccccc1N1CCN(C(=O)C(C)C)CC1
  4.9, 0.3, -3.6, 4.5, 11.2, 1.8, 3.1, 4.9, 1.6
41. CC(=O)N1CCc2cc(S(=O)(=O)NC(Cc3ccccc3)C(=O)O)ccc21 (configuration not stated)
  1.1, 0.5, 7.7, 5.1, 5.3, 3.0, 0.4, 0.4, -4.0
42. CCOC(=O)c1cc2cc([N+](=O)[O-])ccc2oc1=O
  -1.7, -0.1, 3.1, 0.7, -2.5, 1.2, -2.2, 0.7, 1.0
43. N#CN1CCC(NS(=O)(=O)c2ccc(C(F)(F)F)cc2)C1 (configuration not stated)
  -2.4, 0.3, 17.1, ·, ·, -7.8, 0.9, 23.1, ·
44. O=C(c1ccc(COc2ccccc2Br)o1)N1CCCCCC1
  0.4, 0.2, 6.1, 0.6, 6.8, -1.0, 2.1, 21.3, -6.7
45. COc1ccc(Br)cc1CN(C)CC(=O)Nc1cc(Cl)ccc1Cl
  0.0, -0.2, 9.9, 0.3, 8.5, -4.7, 0.7, -1.4, -1.4
46. COc1cc(NC(=O)Cc2ccc([N+](=O)[O-])cc2)c(C(=O)O)cc1OC
  -9.3, 0.0, -13.4, 8.9, -10.0, -4.0, -7.4, -2.0, 0.7
47. CC(=O)Nc1ccc(NC(=O)C(F)(F)F)cc1
  -3.4, 0.1, 18.2, -1.5, -1.4, 0.2, 3.9, 0.6, 3.8
